# B2AR arrestin: agonists driving beta-arrestin recruitment to human beta2-adrenergic receptor. P07550. beta-arrestin recruitment to beta2AR, cell-based reporter. Potency, µM (doses to about 46.1 µM), for inactives: top-dose activation, actives largely listed as activators. actives 0.02% (n = 330,000). AID 492947;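 further: potency means the concentration at half of the fitted maximal effect; 0% = DMSO controls and full agonism = EC100 isoproterenol or metaproterenol; nearly all actives have a fitted effect of over 65% in size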
# TSG101-PTAP inh: blocks PTAP/TSG101 interaction to inhibit HIV-1 budding; Q99816; Fluorescence polarization, FITC-PTAP peptide / Tsg101 binding; Potency, µM (series often up to 115 µM), without a hit: at the top dose activity change, negative = inhibition, usual class: inhibitors; 340,000 tested, under 10 active; AID 493005; active means well fitted inhibition curve with a large enough effect in the main read-out, with a control signal flat, not every such curve was filed as active; inconclusive means small, poorly fitted or top-dose-only effect, or effect the other way, or a change in a side signal; inactive means no such curve, though single readings can be large or run the other way; further: potency means the concentration at half of the fitted maximal effect; % of control where 0% means no effect
#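 Steps: Tsg101 binding domain dispensed (10 uM final), compounds pinned in DMSO, FITC-labeled PTAP-motif peptide added (50 nM final); after 20 min binding at room temperature, polarization measured.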
# TCR activator: activates T cell receptor signaling; primary human leukocytes, anti-CD3, IL-2 HTRF, 48 h; 330,000 tested, under 10 active; Potency, µM (doses to about 9.22 µM), for the others: at the highest dose activation of IL-2 secretion, usual class: activators; AID 504894; further: % of control where 0% means no effect
#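 Readout: HTRF IL-2, Eu-cryptate/d2 antibody pair, 320nm excitation, 665nm emission. Stimulus: a-CD3 beads, no co-stimulation. Cells: primary human leukocytes. Exposure: 48 hr with compound.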
# TSHR antag: human thyrotropin receptor antagonism; AID 504810; actives 0.2% (n = 330,000); TSHR-expressing cells, TSH-stimulated cAMP HTRF, 2 h; stronger effect = lower value; activity change, negative = inhibition, % at 11.5 µM; P16473;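 active means activity change below a set negative limit, meaning inhibition stronger than a set level, cut at about -70% in these data; inconclusive means activity change between two set negative limits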; further: on the % scale 0 is the no-effect control and ±100 the full control effect
# Target sequence (P16473 whole entry, looked up): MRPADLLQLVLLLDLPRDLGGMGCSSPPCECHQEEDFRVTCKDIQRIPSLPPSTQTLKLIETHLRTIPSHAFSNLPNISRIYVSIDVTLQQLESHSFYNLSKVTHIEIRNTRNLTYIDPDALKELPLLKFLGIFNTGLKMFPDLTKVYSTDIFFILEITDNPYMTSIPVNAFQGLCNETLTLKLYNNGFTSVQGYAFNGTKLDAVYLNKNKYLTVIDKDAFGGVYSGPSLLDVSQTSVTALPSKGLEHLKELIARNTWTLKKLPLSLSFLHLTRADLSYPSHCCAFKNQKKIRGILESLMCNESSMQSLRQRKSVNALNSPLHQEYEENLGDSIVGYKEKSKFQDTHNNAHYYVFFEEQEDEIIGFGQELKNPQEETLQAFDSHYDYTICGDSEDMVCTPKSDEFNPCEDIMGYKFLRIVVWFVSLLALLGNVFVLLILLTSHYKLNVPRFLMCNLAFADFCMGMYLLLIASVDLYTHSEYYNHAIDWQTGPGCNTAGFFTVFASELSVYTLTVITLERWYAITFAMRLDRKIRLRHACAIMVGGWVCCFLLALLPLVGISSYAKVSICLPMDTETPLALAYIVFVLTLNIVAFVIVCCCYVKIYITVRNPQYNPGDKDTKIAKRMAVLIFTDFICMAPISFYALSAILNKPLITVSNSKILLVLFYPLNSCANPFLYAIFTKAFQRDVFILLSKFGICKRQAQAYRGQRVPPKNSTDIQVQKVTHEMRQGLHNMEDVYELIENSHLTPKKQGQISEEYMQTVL
#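 Antagonism was scored as loss of TSH-driven cAMP in TSHR cells, stimulated with 4nM TSH (EC80) for 2 hours at 37 deg C and detected by homogeneous HTRF competition immunoassay.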
# uPA surface inh: inhibitors of cell surface uPA generation | cell surface uPA generation assay, qHTS | Potency, µM (highest dose often 38.3 µM), for inactives: top-dose activity change, negative = inhibition, hits mostly inhibitors | actives 0.31% (n = 330,000) | AID 540303; active means well fitted inhibition curve with a large enough effect; inconclusive means small, poorly fitted or top-dose-only effect; inactive means no such curve, though single readings can be large or run the other way; tested in mouse RAW 264.7 cells; further: potency means the concentration at half of the fitted maximal effect; on the % scale 0 is the no-effect control and ±100 the full control effect; nearly all actives have a fitted effect of over 55% in size
# Mito fusion act: inhibitors of mitochondrial division or activators of mitochondrial fusion; S. cerevisiae fusion-defective mutant growth rescue, CellTiterGlo 48 h; Potency, µM (series often up to 46.1 µM), for the others: at the top dose growth rescue (activation), most hits filed as activators; actives 0.23% (n = 320,000); AID 485298;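 further: potency means the concentration at half of the fitted maximal effect; % of control where 0% means no effect; nearly all actives have a fitted effect of over 45% in size; temperature-sensitive fusion mutants such as fzo1-1 at 37 °C on non-fermentable ethanol glycerol medium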
#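 Compounds are tested for their ability to restore growth of mitochondrial fusion-defective yeast strains at non-permissive 37C in YPEG medium over 48 hours. Viability is quantified by luciferase luminescence.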
# Chronic BCR inh: chronic active BCR signaling inhibition; ABC-DLBCL IkBa-CBG/CBR reporter, luminescence ratio, 4 h; Potency, µM (titrated, usually from 46.1 µM), without a hit: at the top dose ratio change, negative = lower green/red ratio, usual class: inhibitors; actives 0.05% (n = 340,000); AID 493014; active means well fitted inhibition curve with a large enough effect in the signal ratio, with a control signal flat, not every such curve was filed as active; inconclusive means small, poorly fitted or top-dose-only effect, or effect the other way, or a change in a side signal; the % refers to the signal ratio;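 further: potency means the concentration at half of the fitted maximal effect; plate controls were basal doxycycline-induced cells for no effect and cells given 10 µM MG132 for full effect; MG132 reads +100%, hits lower the ratio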
#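 Concentration-response series (up to 46 uM) were applied to TMD8 dual-reporter cells for 4 h at 37C with doxycycline. Green/red ratio, after filter-overlap correction, defined %Activity; red signal alone was normalised to basal cells and zero luminescence.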
# Eya2 phos inh: Eya2 (human) phosphatase inhibition. O00167. recombinant Eya2, OMFP fluorescence dephosphorylation (OMFP is methylfluorescein phosphate). Potency, µM (doses to about 76.9 µM), for the others: at the top dose activity, negative = inhibition, most hits filed as inhibitors. actives 0.006% (n = 330,000); further: potency means the concentration at half of the fitted maximal effect; on the % scale 0 is the no-effect control and ±100 the full control effect
#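 Eya2 (0.2 uM) preincubated 10 min at ambient with compound, then OMFP substrate added at 50 uM; 10 min reaction in 50 mM HEPES pH 7.5, 50 mM NaCl, 5 uM MgCl2, 0.05% BSA, 1 mM DTT. Fluorescence read at Ex 485/Em 525 nm.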
# USP2a block: USP2a (human) protease inhibition | O75604 | USP2 core, Ub-CHOP2 coupled fluorogenic reporter, 485/531 | Potency, µM (highest dose often 38.3 µM), for the others: at the highest dose activity change, negative = inhibition, most hits filed as inhibitors | actives 0.01% (n = 330,000) | AID 463254;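 further: potency means the concentration at half of the fitted maximal effect; plate controls were DMSO wells for no effect and full inhibition by NEM control for full effect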
#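 USP2 core (10nM final) preincubated 30min RT with compound in 20mM Tris-HCl pH 8.0, 2mM CaCl2, 2mM beta-mercaptoethanol, 0.05% CHAPS; 25nM Ub-CHOP2 plus 25nM reporter substrate added, fluorescence (Ex485/Em531) read after 60min.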
# Tb PFK block: T. brucei PFK enzyme inhibition; AID 485367; actives 0.17% (n = 330,000); Potency, µM (doses to about 57.5 µM), for inactives: top-dose activity, negative = inhibition, hits mostly inhibitors; T. brucei PFK, ADP-Glo luminescence;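 further: potency means the concentration at half of the fitted maximal effect; 0% = uninhibited 1x PFK enzyme wells and -100% = no-enzyme wells; nearly all actives have a fitted effect of over 60% in size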
#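 Compounds were pin-transferred as a titration series up to 57 uM into substrate buffer (0.5 mM F6P, 0.1 mM ATP, pH 8.0), then 1.25 nM PFK was added and reactions ran 45 min before ADP-Glo detection.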
# ELG1 DNA repair: inhibitors of ELG1-dependent DNA repair in HEK293T cells. HEK293T ELG1-luciferase reporter, luminescence, 16 h; DNA damage induced by 5-fluorouridine. Potency, µM (titrated, usually from 46.1 µM), without a hit: at the highest dose activity change, negative = inhibition, hits mostly inhibitors. actives 2.3% (n = 330,000). AID 504467; further: potency means the concentration at half of the fitted maximal effect; on the % scale 0 is the no-effect control and ±100 the full control effect; nearly all actives have a fitted effect of over 55% in size
#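 Overnight (16 hr) co-exposure of 2,000 cells/well to 5-fluorouridine and compound at 37 °C preceded detection. Luciferase was quantified via ONE-Glo luminescence; loss of signal denotes inhibition.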
# Active calls of the source: *; ? = inconclusive; . = no result given; [ ] = another dose, or the depositor's remark. Unless noted, the call rests on the fitted dose curve; in most records, active means well fitted curve in the direction sought with a large enough effect; inconclusive means small, poorly fitted or top-dose-only effect, or another doubt; inactive means no such curve, though single readings can be large; an effect the other way counts as inactive or inconclusive.
SMILES,B2AR arrestin,TSG101-PTAP inh,TCR activator,TSHR antag,uPA surface inh,Mito fusion act,Chronic BCR inh,Eya2 phos inh,USP2a block,Tb PFK block,ELG1 DNA repair
OC[C@@H](O)[C@@H](O)[C@H](O)[C@@H](O)CO,-0.2%,-1%,-3%,7,3%,-2%,17%,5%,-1%,2%,3%
O=C(Nc1ccc(NC(=O)c2ccc3c(c2)OCO3)cc1)c1cccc(Cl)c1,0.0%,-3%,.,9,?,2%,2%,-5%,-3%,-3%,20%
O=C(NCc1ccco1)C1CCN(c2ccc(N3CCOCC3)nn2)CC1,0.0%,-11%,-8%[46.1 µM],4,-6%,-8%,5%,-2%,-2%,0%,-3%
CCCCN1C(=O)c2ccc(C(=O)OCC(=O)N3CCN(c4ccccc4)CC3)cc2C1=O,0.2%,1%,-4%,1,6%,6%,0%,4%,1%,-1%,3%
COc1ccc(Cn2c(-c3ccc(OC)cc3)n[nH]c2=S)cc1,-0.7%,3%,-3%,-15,3%,-10%,0%,0%,1%,-6%,-2%
COc1cccc(N2CCN(c3cnc4ccccc4n3)CC2)c1,0.4%,-4%,9%,0,2%,-9%,-18%,0%,-5%,-5%,?
COc1cc(Cl)cc(C#N)c1OCC(=O)O,-0.2%,-7%,-1%,-11,0%,-1%,-6%,2%,0%,-1%,-4%
CCCCNC(=O)CC1S/C(=N/N=C/c2ccc(OC)cc2)NC1=O (stereo unspecified),-0.3%,1%,.,-2,3%,-1%,5%,2%,3%,0%,?
Cc1cc([N+](=O)[O-])nn1Cc1ccc(C(=O)N/N=C/c2ccc(F)cc2)cc1,-0.3%,-2%,-3%,-2,-8%,-3%,-1%,1%,2%,0%,5%
O=C1NC(c2cc(Cl)cc([N+](=O)[O-])c2O)Nc2ccccc21 (stereo unspecified),-0.4%,-29%,-14%,-45,2%,3%,6%,8%,2%,-10%,16%
COCC(=O)N1CCC(Oc2ccc(C(=O)N(C)C(C)c3ccon3)cc2)CC1 (stereo unspecified),0.3%,-5%,-1%,15,4%,0%,-1%,-17%,0%,-5%,12%
Cc1ccc(C(=O)Nc2ccc(C)c(S(=O)(=O)Nc3ccccc3Cl)c2)s1,-0.9%,0%,4%[46.1 µM],?,-3%,-6%,?,-5%,-7%,-2%,21µM*
CCCC(c1nnnn1CC(=O)OCC)N(Cc1cc2ccc(C)cc2[nH]c1=O)C1CCCC1 (stereo unspecified),-0.6%,-1%,2%,2,-6%,0%,3%,22%,-1%,2%,?
O=C(COC(=O)c1ncc(Cl)c(Cl)c1Cl)NC(=O)c1ccccc1,-0.5%,0%,1%,-1,3%,-1%,10%,-5%,-1%,-13%,?
CC(NC(=O)CN(c1ccc(Br)cc1)S(C)(=O)=O)c1ccccc1 (stereo unspecified),-0.1%,-4%,.,-3,9%,8%,2%,9%,1%,-5%,-4%
O=C(COC(=O)c1ccccc1O)NCc1ccco1,-0.3%,-9%,1%,1,1%,.,0%,-2%,-2%,?,28%
CCOc1cccc(CN2CCCC(CNC(=O)c3cccc(OC)c3OC)C2)c1 (stereo unspecified),-0.4%,-1%,-7%,11,0%,-2%,-2%,16%,2%,4%,-2%
O=[N+]([O-])c1cccc(-c2c[n+]3c(n2-c2ccccc2)SCC3)c1,0.0%,-1%,-1%,10,4%,-2%,2%,3%,2%,-6%,?
O=C(CCS(=O)(=O)c1ccccc1)Nc1nccs1,0.2%,5%,0%,-5,-23%,-4%,?,6%,3%,1%,-5%
NC(=O)c1cc(C(=O)c2ccc(Cl)cc2)c[nH]1,0.0%,-2%,-7%,-13,-2%,1%,0%,0%,3%,4%,?
CC(C)N=C(NS(=O)(=O)c1ccccc1)C(Cl)(Cl)Cl,-0.6%,1%,-1%[46.1 µM],39,-15%,?,?,5%,1%,1%,5.2µM*
COc1ccc(OCC(=O)N2CCN(c3cccc(C(F)(F)F)c3)CC2)cc1,0.0%,-1%,.,-7,1%,11%,-2%,2%[15.4 µM],0%,-8%,-18%
Cn1cncc1C#Cc1ccc2cc(CCCO)oc(=O)c2c1,0.2%,2%,-5%,-23,1%,-9%,-3%,5%,0%,-1%,?
CS(=O)(=O)N(CC(=O)NCCSCc1ccccc1)c1ccccc1F,0.2%,-3%,1%,2,0%,2%,0%,8%,1%,2%,-6%
COc1ccccc1OCC(=O)NNC(=O)c1c(-c2ccccc2Cl)noc1C,0.1%,-1%,3%,6,0%,-16%,?,2%,0%,0%,4%
CCc1noc(C)c1C(=O)NNC(=O)c1ccc(Br)cc1,0.1%,-1%,3%,-4,1%,-5%,4%,3%,0%,-4%,13%
COc1cc(C(=O)N2CCN(C)CC2)cc(OC)c1OC,-0.8%,-1%,-7%,4,7%,-1%,-4%,-7%,-3%,3%,1%
C[N+](C)(C)CCNC(=O)c1cc[n+](Cc2ccccc2)c(/C=N/O)c1,-1.1%,-3%,10%,4,1%,0%,0%,-2%,3%,4%,6%
CCOc1cccc(-c2c(C(=O)N/N=C/c3ccsc3)nnn2-c2nonc2N)c1,-1.0%,5%,-19%,8,0%,-1%,?,10%,0%,0%,-4%
O=C1COc2ccc(C(=O)CSc3nnc(Cc4ccccc4)o3)cc2N1,0.0%,-4%,1%,-1,6%,9%,0%,-16%,1%,-5%,1%
COCc1c(C(=O)OCC(=O)NCc2ccco2)oc2ccccc12,0.1%,-6%,-1%,.,12%,.,3%,4%,12%,-2%,5%
COc1cc(CNc2ccc3[nH]c(=O)[nH]c3c2)cc(Br)c1OCc1ccc(F)cc1,3.9%,1%,2%,-20,-10%,1%,6%,-9%,3%,-1%,8%
O=C(N/N=C/c1ccc(Cl)cc1)c1cc(-c2cccnc2)nc2ccccc12,0.2%,5%,-48%,3,-11%,-6%,?,1%,0%,1%,?
COc1cccc(C(=O)c2cc3ccc(O)cc3oc2=O)c1,-0.3%,-3%,-1%,-3,.,-5%,-4%,15%,0%,-8%,?
COc1ccc(-c2nc(N)sc2C2(O)C(=O)Nc3c(Br)cc(F)cc32)cc1OC (stereo unspecified),0.1%,-4%,-6%,2,0%,-4%,?,-6%,2%,0%,-5%
O=[N+]([O-])c1ccc(N/N=C2\CC3CC=CC23)c([N+](=O)[O-])c1 (stereo unspecified),0.2%,-6%,-108%,21,-3%,18%,0%,16%,3%,3%,?
CCS(=O)(=O)NCC(c1cccnc1)N1CCN(c2ccccc2)CC1 (stereo unspecified),-0.3%,-11%,-3%,1,-1%,-4%,5%,-9%,4%,1%,17%
COC(=O)C1=C(N)Oc2cc(C)n(CC3CCCO3)c(=O)c2C1c1ccccc1OC (stereo unspecified),-1.6%,-1%,-3%,-10,-7%,-2%,?,2%,2%,2%,-1%
COc1cccc(N2CCN(S(=O)(=O)c3ccc(-c4coc(C)n4)cc3)CC2)c1,0.0%,0%,-6%,-4,-5%,-2%,?,6%,0%,0%,?
Cc1nc([N+](=O)[O-])c(NCCO)n1Cc1ccccc1,-0.2%,0%,6%,3,0%,3%,10%,1%,-9%,-3%,8%
COc1ccc(NC(=O)C/C(C)=N/NC(=O)C(=O)Nc2cccc(Cl)c2C)c(OC)c1,0.1%,1%,-5%,-44,-3%,-11%,?,-14%,-6%,-2%,-19%
CCSc1nc2sc3c(c2c(=O)[nH]1)CCc1ccccc1-3,-0.7%,-1%,3%[46.1 µM],-13,-7%,-5%,?,-1%,-6%,0%,15%
C[C@@H]1C=C(C(=O)N2CCN(C)CC2)O[C@H](OCc2ccc(CO)cc2)C1,-1.0%,.,-6%,6,14%,1%,-8%,-8%,0%,-3%,16%
C#CCOCCOCCOCCNc1nc(N2CCN(C(=O)[C@H](CCC(=O)O)n3cc(C(N)CC(C)C)nn3)CC2)nc(N2CCN(C(=O)[C@H](Cc3ccc(O)cc3)n3cc(C(N)[C@H](C)CC)nn3)CC2)n1 (stereo partly specified),-0.1%,.,.,3,.,3%,-1%,?,2%,0%,8%
Cn1c(SCC(=O)O)nnc1-c1ccc2ncccc2c1,-0.7%,.,.,3,.,6%,2%,0%,6%,1%,9%
